All columns: NCI-60 one-dose screen, growth in % after 48 h at 10 µM unless noted; 100 = growth as untreated, 0 = no growth, -100 = all killed.
NCI-H322M – NCI-H322M lung cancer | AID 1794733 | 80,000 tested, 2.7% active
COLO 205 – COLO 205 colon cancer. 79,000 tested, 7.3% active
HCT-116 – HCT-116 colon cancer; 82,000 tested, 7.3% active
NCI-H522 – NCI-H522 lung cancer; 78,000 tested, 8% active
NCI-H226 – NCI-H226 lung cancer | 79,000 tested, 3.5% active
HCT-15 – HCT-15 colon cancer; 82,000 tested, 5.2% active
NCI-H460 – NCI-H460 lung cancer | 82,000 tested, 6.8% active
NCI/ADR-RES – NCI/ADR-RES ovarian cells. 81,000 tested, 4.4% active. AID 1794790
NCI-H23 – NCI-H23 lung cancer; 80,000 tested, 4% active; AID 1794731
* hit, by the source's call; & = joins results of further samples; [ ] = dose if it differs, or a comment. How the source made its calls: active means growth percent below 10; inactive means the rest.

Screening C1CCN2C[C@@H]3C[C@H](CN4CCCC[C@@H]34)[C@H]2C1 returned NCI/ADR-RES 115.
Cc1ccc(NC(=O)c2cc(/C=C/C(=O)NO)cc(C(F)(F)F)c2)cc1Nc1nccc(-c2cccnc2)n1 was read as NCI-H322M 13, COLO 205 -65*, HCT-116 -13*, NCI-H522 -73*, NCI-H226 17, HCT-15 55, NCI-H460 2.1*, NCI/ADR-RES 88 and NCI-H23 2.3*.
`CCOC(=O)c1sc2ncnc(Nc3ccc(NC(=O)Nc4ccc(Cl)cc4)cc3)c2c1C` gave COLO 205 53, HCT-116 17, NCI-H522 54, NCI-H226 87, HCT-15 34, NCI-H460 41, NCI/ADR-RES 37 and NCI-H23 52.
CCCC(=O)NC(c1cccnc1)c1ccc2cccnc2c1O (stereo unspecified) was read as NCI-H322M 43, COLO 205 28, HCT-116 39, NCI-H522 77, NCI-H226 52, HCT-15 21, NCI-H460 25, NCI/ADR-RES 25 and NCI-H23 70.
Screening CC(=O)n1cc(/C=C2\N=C(c3ccc(Cl)cc3)N(c3ccc(S(=O)(=O)Nc4ccccn4)cc3)C2=O)c2ccccc21 returned NCI-H322M 88, COLO 205 116, HCT-116 86, NCI-H522 83, NCI-H226 103, HCT-15 78, NCI-H460 83, NCI/ADR-RES 94 and NCI-H23 89.
Screening CC(C)CNCC(O)Cc1ccc(Oc2ccccc2)cc1 (stereo unspecified) returned NCI-H322M 87, COLO 205 98, HCT-116 81, NCI-H522 70, NCI-H226 92, HCT-15 97, NCI-H460 102, NCI/ADR-RES 105 and NCI-H23 97.
`CN(C)C(=O)c1ccncc1` gave NCI-H322M 93, COLO 205 113, HCT-116 106, NCI-H522 80, NCI-H226 92, HCT-15 109, NCI-H460 109, NCI/ADR-RES 106 and NCI-H23 100.
For O=C([C@@H](COCc1ccccc1)N1C(=O)[C@@H](N2C(=O)OC[C@@H]2c2ccccc2)[C@H]1/C=C/c1ccccc1)N1CCC(CCN2CCCCC2)CC1 the results were NCI-H322M 83, COLO 205 65, HCT-116 83, NCI-H522 57, NCI-H226 94, HCT-15 89, NCI-H460 94, NCI/ADR-RES 95 and NCI-H23 87.
Screening C/C=C(\C)C(=O)O[C@@H]1C2C=C3C4CC(=O)O[C@@H](c5ccoc5)[C@]4(C)CC[C@@H]3[C@@](C)(C2=O)[C@@H](CC(=O)OC)C1(C)C (stereo partly specified) returned NCI-H322M 97, COLO 205 98, HCT-116 73, NCI-H522 65, NCI-H226 84, HCT-15 82, NCI-H460 98, NCI/ADR-RES 92 and NCI-H23 91.
CCOC(=O)C(=CC(C)C)C(=O)OCC was read as NCI-H322M 95, COLO 205 103, HCT-116 104, NCI-H522 101, NCI-H226 105, HCT-15 103, NCI-H460 102, NCI/ADR-RES 106 and NCI-H23 105.
`O=C(O)CSC(SCC(=O)O)c1ccccc1Cl` gave NCI-H322M 101, COLO 205 111, HCT-116 101, NCI-H522 91, NCI-H226 128, HCT-15 96, NCI-H460 118, NCI/ADR-RES 114 and NCI-H23 111.
COc1c(/C(C)=N/N=c2sc(C(C)=O)nn2-c2ccc(C)cc2)c(Oc2ccccc2)c(OC)c2occc12 was read as NCI-H322M 98&90, COLO 205 114&121, HCT-116 90&91, NCI-H522 89&85, NCI-H226 104&90, HCT-15 104&88, NCI-H460 104&91, NCI/ADR-RES 94&89 and NCI-H23 100&86.
Screening c1ccc(C(=C(c2ccc(OCCN3CCCCCC3)cc2)c2ccc(OCCN3CCCCCC3)cc2)C2CCCC2)cc1 returned NCI-H322M 95, COLO 205 103, HCT-116 114, NCI-H522 95, NCI-H226 94, HCT-15 97, NCI-H460 119, NCI/ADR-RES 95 and NCI-H23 98.
`CCn1c(SCC(=O)Nc2cccc(C(=O)/C=C/c3cccc(O[N+](=O)[O-])c3)c2)nc2ccccc2c1=O` gave NCI-H322M 94, COLO 205 112, HCT-116 31, NCI-H522 88, NCI-H226 82, HCT-15 78, NCI-H460 100, NCI/ADR-RES 91 and NCI-H23 85.
For CC(C#N)(C#N)N=Nc1ccc(Cl)cc1Cl the results were NCI-H322M 118, COLO 205 106, HCT-116 71, NCI-H522 91, NCI-H226 95, HCT-15 95, NCI-H460 109, NCI/ADR-RES 102 and NCI-H23 97.
Screening Cc1ccc(-c2nc(C#N)c(S(=O)(=O)N(C)C)o2)cc1 returned NCI-H322M 91, COLO 205 17, HCT-116 63, NCI-H522 -0.1*, NCI-H226 103, HCT-15 20, NCI-H460 110, NCI/ADR-RES 105 and NCI-H23 89.
For CCN(CC)c1ccc2c(c1)Oc1nc(N)c(C#N)c(N)c1C2Sc1ccc(OC)cc1 (stereo unspecified) the results were NCI-H322M 98, COLO 205 -60*, HCT-116 2.7*, NCI-H522 -62*, NCI-H226 5.3*, HCT-15 2.9*, NCI-H460 -18*, NCI/ADR-RES 47 and NCI-H23 -26*.
Screening CCOc1ccc2cc(-c3nn(CC(C)(C)CO)c(N)c3C(N)=O)ccc2n1 returned NCI-H322M 90&108, COLO 205 81&114, HCT-116 83&102, NCI-H522 82&87, NCI-H226 60&78, HCT-15 96&107, NCI-H460 96&106, NCI/ADR-RES 85&105 and NCI-H23 77&92.
`CCOC(=O)CC[C@H](N)C(=O)O` gave NCI-H322M 96[20 µM], COLO 205 106[20 µM], HCT-116 97[20 µM], NCI-H522 90[20 µM], NCI-H226 112[20 µM], HCT-15 99[20 µM], NCI-H460 106[20 µM], NCI/ADR-RES 104[20 µM] and NCI-H23 98[20 µM].
CC1CN(C(=O)c2ccccc2)CC/C1=N\O (stereo unspecified) was read as NCI-H322M 92, COLO 205 107, HCT-116 107, NCI-H226 103, HCT-15 103, NCI-H460 107, NCI/ADR-RES 102 and NCI-H23 104.
CCCCCCCCCCCCCCCCCCOc1cccc(CC(=O)OCC[N+](CC)(CC)CC)c1 was read as NCI-H322M 78, COLO 205 47, HCT-116 52, NCI-H522 38, NCI-H226 60, HCT-15 81, NCI-H460 67, NCI/ADR-RES 103 and NCI-H23 36.
`CSc1ccc(C(=O)c2ccc(F)cc2)cc1` gave NCI-H322M 89, COLO 205 106, HCT-116 114, NCI-H522 96, NCI-H226 102, HCT-15 105, NCI-H460 103, NCI/ADR-RES 106 and NCI-H23 96.
O=C(Nc1ccc(F)cc1)Nc1cccc(-c2cc(=O)c3ccccc3o2)c1 was read as NCI-H322M 93, COLO 205 107, HCT-116 99, NCI-H522 86, NCI-H226 100, HCT-15 90, NCI-H460 102, NCI/ADR-RES 95 and NCI-H23 100.
NC1=NN(c2c(Cl)cc(Cl)cc2Cl)C(=O)C1 was read as NCI-H322M 95&102, COLO 205 110, HCT-116 100&101, NCI-H522 79&87, HCT-15 102&107, NCI-H460 111&108, NCI/ADR-RES 98&100 and NCI-H23 97&99.
`CCOC(=O)COc1ccc2c(c1)O/C(=C\c1cccc(OC)c1)C2=O` gave NCI-H322M 108, COLO 205 117, HCT-116 92, NCI-H522 91, HCT-15 101, NCI-H460 110, NCI/ADR-RES 109 and NCI-H23 97.
Screening COc1cc(C(=O)Nc2nn(C)c3nc(C)c(Cl)c(C)c23)cc(OC)c1OC returned NCI-H322M 98, COLO 205 101, HCT-116 101, NCI-H522 94, NCI-H226 94, HCT-15 96, NCI-H460 101, NCI/ADR-RES 106 and NCI-H23 104.
`COc1ccc2cc(-c3cnc4nonc4n3)ccc2c1` gave NCI-H322M 55, COLO 205 17, HCT-116 18, NCI-H522 7.2*, NCI-H226 53, HCT-15 23, NCI-H460 74, NCI/ADR-RES -4.6* and NCI-H23 31.
For O=C1/C(=C/c2ccc([N+](=O)[O-])o2)Oc2ccc(Cl)cc21 the results were NCI-H322M 79, COLO 205 -58*, HCT-116 -27*, NCI-H522 -84*, NCI-H226 -7.5*, NCI-H460 75, NCI/ADR-RES 56 and NCI-H23 21.
Screening O=C(Nc1ccccc1)Oc1ccccc1Cl returned NCI-H322M 89, COLO 205 113, HCT-116 99, NCI-H522 79, NCI-H226 100, HCT-15 102, NCI-H460 110, NCI/ADR-RES 104 and NCI-H23 98.
c1ccc2cc(N=Nc3ccc4ccccc4c3)ccc2c1 was read as NCI-H322M 104, COLO 205 107, HCT-116 96, NCI-H226 83, HCT-15 92, NCI-H460 99, NCI/ADR-RES 100 and NCI-H23 100.
COc1ccc(OC)c(C2OC(c3ccc4ccccc4c3O)=NN2C(C)=O)c1 (stereo unspecified) was read as NCI-H322M 77, COLO 205 77, HCT-116 55, NCI-H522 36, NCI-H226 87, HCT-15 62, NCI-H460 43, NCI/ADR-RES 59 and NCI-H23 80.
For O=S(=O)(Nc1ccc(OC(F)F)cc1)c1ccc(-c2cnc(C3CC3)o2)cc1 the results were NCI-H322M 96, COLO 205 97, HCT-116 65, NCI-H522 43, NCI-H226 74, HCT-15 38, NCI-H460 79, NCI/ADR-RES 41 and NCI-H23 73.
Cc1ccc(C(C#N)c2ccc(N)cc2)cc1 (stereo unspecified) was read as NCI-H322M 90, COLO 205 105, HCT-116 98, NCI-H522 90, NCI-H226 96, HCT-15 101, NCI-H460 109, NCI/ADR-RES 103 and NCI-H23 101.
COc1cccc(NC(=O)c2sc3nc(C)c(C(=O)c4ccccc4)cc3c2N)c1 was read as NCI-H322M 84, COLO 205 107, HCT-116 96, NCI-H522 92, NCI-H226 94, HCT-15 87, NCI-H460 61, NCI/ADR-RES 98 and NCI-H23 101.
Nc1cccc(OCCOc2cccc([N+](=O)[O-])c2)c1 was read as COLO 205 112, HCT-116 77, NCI-H522 62, NCI-H226 96, HCT-15 75, NCI-H460 95 and NCI/ADR-RES 84.
`CCOC(=O)C(C)(NC(=O)c1ccccc1)C(=O)OCC` gave NCI-H322M 100, COLO 205 117, HCT-116 98, NCI-H522 92, NCI-H226 101, HCT-15 101, NCI-H460 104, NCI/ADR-RES 102 and NCI-H23 104.
`CC(C)CC1CCCC12NC(=O)NC2=O` (stereo unspecified) gave NCI-H322M 105, COLO 205 108, HCT-116 102, NCI-H226 106, HCT-15 105, NCI-H460 118, NCI/ADR-RES 117 and NCI-H23 106.
NC(N)=Nc1ccc(N=C(N)N)cc1 was read as NCI-H322M 97, COLO 205 102, HCT-116 98, NCI-H522 91, NCI-H226 103, HCT-15 106, NCI-H460 101, NCI/ADR-RES 111 and NCI-H23 93.
Screening COc1ccc(OC)c(C(=O)c2oc3ccc(Br)cc3c2N)c1 returned NCI-H322M 21, COLO 205 -16*, HCT-116 17, NCI-H522 -2.1*, NCI-H226 56, HCT-15 24, NCI-H460 8.4*, NCI/ADR-RES 15 and NCI-H23 25.
COc1cc(/C=N/NC(=O)c2cnn(CC(O)c3ccccc3)c2N)ccc1OC1CCCC1 (stereo unspecified) was read as NCI-H322M 93, HCT-116 87, NCI-H522 93, HCT-15 67, NCI-H460 82, NCI/ADR-RES 99 and NCI-H23 97.

A portion from further up, for reference:
c1ccc2cc(N=Nc3ccc4ccccc4c3)ccc2c1 was read as NCI-H322M 104, COLO 205 107, HCT-116 96, NCI-H226 83, HCT-15 92, NCI-H460 99, NCI/ADR-RES 100 and NCI-H23 100.
COc1ccc(OC)c(C2OC(c3ccc4ccccc4c3O)=NN2C(C)=O)c1 (stereo unspecified) was read as NCI-H322M 77, COLO 205 77, HCT-116 55, NCI-H522 36, NCI-H226 87, HCT-15 62, NCI-H460 43, NCI/ADR-RES 59 and NCI-H23 80.
For O=S(=O)(Nc1ccc(OC(F)F)cc1)c1ccc(-c2cnc(C3CC3)o2)cc1 the results were NCI-H322M 96, COLO 205 97, HCT-116 65, NCI-H522 43, NCI-H226 74, HCT-15 38, NCI-H460 79, NCI/ADR-RES 41 and NCI-H23 73.
Cc1ccc(C(C#N)c2ccc(N)cc2)cc1 (stereo unspecified) was read as NCI-H322M 90, COLO 205 105, HCT-116 98, NCI-H522 90, NCI-H226 96, HCT-15 101, NCI-H460 109, NCI/ADR-RES 103 and NCI-H23 101.
COc1cccc(NC(=O)c2sc3nc(C)c(C(=O)c4ccccc4)cc3c2N)c1 was read as NCI-H322M 84, COLO 205 107, HCT-116 96, NCI-H522 92, NCI-H226 94, HCT-15 87, NCI-H460 61, NCI/ADR-RES 98 and NCI-H23 101.
Nc1cccc(OCCOc2cccc([N+](=O)[O-])c2)c1 was read as COLO 205 112, HCT-116 77, NCI-H522 62, NCI-H226 96, HCT-15 75, NCI-H460 95 and NCI/ADR-RES 84.
`CCOC(=O)C(C)(NC(=O)c1ccccc1)C(=O)OCC` gave NCI-H322M 100, COLO 205 117, HCT-116 98, NCI-H522 92, NCI-H226 101, HCT-15 101, NCI-H460 104, NCI/ADR-RES 102 and NCI-H23 104.
`CC(C)CC1CCCC12NC(=O)NC2=O` (stereo unspecified) gave NCI-H322M 105, COLO 205 108, HCT-116 102, NCI-H226 106, HCT-15 105, NCI-H460 118, NCI/ADR-RES 117 and NCI-H23 106.
NC(N)=Nc1ccc(N=C(N)N)cc1 was read as NCI-H322M 97, COLO 205 102, HCT-116 98, NCI-H522 91, NCI-H226 103, HCT-15 106, NCI-H460 101, NCI/ADR-RES 111 and NCI-H23 93.
Screening COc1ccc(OC)c(C(=O)c2oc3ccc(Br)cc3c2N)c1 returned NCI-H322M 21, COLO 205 -16*, HCT-116 17, NCI-H522 -2.1*, NCI-H226 56, HCT-15 24, NCI-H460 8.4*, NCI/ADR-RES 15 and NCI-H23 25.
COc1cc(/C=N/NC(=O)c2cnn(CC(O)c3ccccc3)c2N)ccc1OC1CCCC1 (stereo unspecified) was read as NCI-H322M 93, HCT-116 87, NCI-H522 93, HCT-15 67, NCI-H460 82, NCI/ADR-RES 99 and NCI-H23 97.

Compound activity from PubChem.
